CRFBP-R2 agonist: CRF-BP/CRF-R2 complex agonism | HEK293 CRF-R2/CRF-BP, calcium dye fluorescence (FLIPR); percent of saturating CRF peptide response | activation, % at 13.2 µM | actives 0.46% (n = 350,000);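 active = activation of at least 50%, plus an integration ratio under a set limit after plate pattern correction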;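 note: plate controls were neutral control wells without compound for no effect and CRF at EC100 for full effect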
M5 ag: agonists of human muscarinic M5 receptor (CHRM5) | AID 624037 | CHO-K1 hM5 cells, Fluo-8 calcium fluorescence; 0% DMSO wells, 100% maximal acetylcholine response | activation, % at 3 µM | P08912 | actives 0.19% (n = 360,000);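 active = activation above the run's mean over test compounds plus 3 SD, cut at about 23% in these data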;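 note: signal is peak over basal fluorescence ratio across the kinetic read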
Target sequence (P08912 whole entry, looked up): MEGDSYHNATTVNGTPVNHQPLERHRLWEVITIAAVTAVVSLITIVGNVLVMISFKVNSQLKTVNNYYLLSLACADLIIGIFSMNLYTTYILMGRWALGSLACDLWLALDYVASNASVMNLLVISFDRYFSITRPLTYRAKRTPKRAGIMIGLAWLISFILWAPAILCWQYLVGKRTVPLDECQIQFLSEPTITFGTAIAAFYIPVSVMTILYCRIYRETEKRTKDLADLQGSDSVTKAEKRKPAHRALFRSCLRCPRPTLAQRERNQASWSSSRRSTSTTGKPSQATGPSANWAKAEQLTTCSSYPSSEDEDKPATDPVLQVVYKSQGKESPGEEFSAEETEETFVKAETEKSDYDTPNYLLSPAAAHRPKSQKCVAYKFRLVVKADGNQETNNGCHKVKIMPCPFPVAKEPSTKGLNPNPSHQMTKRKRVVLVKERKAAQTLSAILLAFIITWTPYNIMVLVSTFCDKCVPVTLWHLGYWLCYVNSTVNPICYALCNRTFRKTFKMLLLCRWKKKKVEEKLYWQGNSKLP
CHRM4 PAM: potentiates acetylcholine response at human M4 receptor. P08173. CHO-K1 hM4/Gqi5, Fluo-8 calcium fluorescence, ACh EC20; 0% = ACh EC20, 100% = maximal ACh. activation, % at 3 µM. actives 0.4% (n = 360,000);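 active = activation above its plate's cutoff, the mean activation of sample wells plus 3 SD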; note: some results filed as inactive read as strong as hits
Target sequence (P08173 whole entry, looked up): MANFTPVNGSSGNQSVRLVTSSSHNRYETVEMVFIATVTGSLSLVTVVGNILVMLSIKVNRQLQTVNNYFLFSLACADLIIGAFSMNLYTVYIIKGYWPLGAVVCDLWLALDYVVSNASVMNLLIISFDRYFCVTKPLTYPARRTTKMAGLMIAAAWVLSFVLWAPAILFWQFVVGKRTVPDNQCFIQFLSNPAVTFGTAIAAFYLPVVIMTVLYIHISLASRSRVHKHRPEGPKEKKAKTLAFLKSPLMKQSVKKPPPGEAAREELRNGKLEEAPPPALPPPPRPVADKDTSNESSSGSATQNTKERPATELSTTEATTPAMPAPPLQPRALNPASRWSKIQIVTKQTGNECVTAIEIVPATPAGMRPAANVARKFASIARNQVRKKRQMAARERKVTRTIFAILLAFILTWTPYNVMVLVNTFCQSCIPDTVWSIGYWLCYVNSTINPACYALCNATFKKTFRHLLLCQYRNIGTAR
CHO-K1 Ca PAM: M1 PAM counterscreen hit in parental CHO-K1 cells | ATP EC20, Fluo-8 calcium fluorescence; 0% at ATP EC20, 100% at ATP max | activation, % at 3 µM | actives 0.02% (n = 360,000);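 active = activation above the run cutoff, the mean activation of all test compounds plus 3 SD, cut at about 40% in these data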;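 note: peak over basal fluorescence ratio in a 140 s read after ATP addition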
TAAR1 antagonist: human TAAR1 antagonism; actives 1.5% (n = 360,000); Q96RJ0; inhibition, % at 3 µM; CHO RD-HGA16 TAAR1, Fluo-8 calcium fluorescence, antagonist;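 active = inhibition above a per-plate cutoff, the mean inhibition of test compounds on that plate plus 3 SD, cut at about 49% in these data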;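 note: 0% = DMSO plus EC80 beta-PEA response and 100% = DMSO alone without agonist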
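Test system – hTAAR1-expressing CHO RD-HGA16 cells, Gα16-coupled · Reagent – β-PEA at EC80 concentration, post-compound challenge · Compound dosing – 3 µM, single point · Timing – 140 s kinetic read after compound, 140 s after agonist · Detection – Fluo-8 intracellular calcium dye fluorescence, real-time kinetic reads · Control set – DMSO and EC80 PEA controls · Repeats – n of 1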
M5 PAM: CHRM5 positive allosteric modulation | CHO-K1 hM5, Fluo-8 calcium, ACh EC20 PAM; 0% = ACh EC20, 100% = ACh EC100 | activation, % at 3 µM | actives 0.3% (n = 360,000) | AID 624038;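 active = activation above the run cutoff, the mean activation of all test compounds plus 3 SD, cut at about 18% in these data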
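system = human M5 receptor in CHO-K1 cells | compound = one concentration, 3 µM final (nominal) | schedule = Post-acetylcholine fluorescence recording 140 s | signal = Fluo-8 calcium dye fluorescence, kinetic read | benchmarks = low control EC20 acetylcholine (0%), high control EC100 acetylcholine (100%) | repeats = singlicate, one well per test compound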
TAAR1 agonist: human TAAR1 agonism | Q96RJ0 | CHO RD-HGA16 TAAR1, Fluo-8 calcium fluorescence; vehicle wells 0%, saturating PEA agonist 100% | activation, % at 3 µM | actives 0.99% (n = 360,000);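 active = activation above the mean activation of all test compounds in the run plus 3 SD, cut at about 38% in these data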
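System: CHO-derived RD-HGA16 cells with stable Gα16 and human TAAR1. Times: 17-24 h plating, Fluo-8 75 min 37 °C, 30 min RT. Measured by: calcium-sensitive Fluo-8 signal, excitation 470-495, emission 515-575 nm. Read-out basis: % activation relative to PEA EC100 response. Control set: DMSO and PEA EC100. Repeats: no replicates (n 1).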
CRFR2-BP antag: blocks CRF-induced signaling of the CRF-BP/CRF-R2 complex; HEK293 CRF-R2/CRF-BP, CRF-induced calcium fluorescence; inhibition, % at 11.8 µM; actives 0.59% (n = 350,000);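 active = inhibition of the ligand-induced calcium signal above about 50% at the single tested concentration, limit read from the data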
CHRM5 antagonist: antagonists of human muscarinic M5 receptor (CHRM5); P08912; CHO-hM5 cells, Fluo-8 calcium fluorescence, ACh EC80; inhibition, % at 3 µM; actives 0.59% (n = 360,000); AID 624040;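 active = inhibition above a per-plate cutoff, the mean of that plate's test compounds plus 3 SD, cut at about 27% in these data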;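 note: 0% = acetylcholine EC80 with DMSO and 100% = DMSO without agonist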
Active calls of the source: *; · = not tested or not shown.

SMILES	CRFBP-R2 agonist	M5 ag	CHRM4 PAM	CHO-K1 Ca PAM	TAAR1 antagonist	M5 PAM	TAAR1 agonist	CRFR2-BP antag	CHRM5 antagonist
Cn1c(C(=O)N2CCCC(C(=O)O)C2)cc2sccc21 (stereo not drawn)	-1.1	0	4	19	-4	6	4	-16	-4
CC(C)(C)c1ccc(-n2ncc3c2CCCC3NC(=O)CCn2cncn2)cc1 (stereo not drawn)	-1.8	-3	-10	-26	-20	1	0	3	4
O=C(COc1ccccc1)NCc1cccs1	-0.9	-2	16	-1	5	-1	-2	-15	-8
CCCOC(=O)c1ccc(Oc2c(-c3ccc(OCC)cc3O)n[nH]c2C)cc1	0.3	-1	2	15	42	-6	14	-9	4
CCCOc1ccc(/C=C/C(=O)N2CCN(C(=O)c3ccco3)CC2)cc1OC	-0.9	2	-4	11	10	-5	4	10	6
CCOC(=O)CSc1nc2ccccc2c(=O)n1Cc1ccco1	-0.5	-4	-2	13	12	-7	7	0	5
Cn1c(CNC(=O)c2ccco2)nnc1SCC(=O)N1CCN(c2ccccc2)CC1	-0.2	1	-3	8	0	7	1	-5	-7
Cc1cc(C)n2nc(SC(C)C(=O)N(C)C3CCCCC3)nc2n1 (stereo not drawn)	0.0	1	5	1	-17	1	1	-9	9
COC(=O)CCc1c(C)c(C(=O)c2ccc(F)cc2)c2ccccn12	-3.2	-2	5	20	13	-4	5	10	3
CC(=O)c1cccc(NC(=O)c2ccc3c(c2)C(=O)N(Cc2cccnc2)C3=O)c1	-1.5	-6	2	-8	-2	5	4	8	5
Cc1cc(Cl)c(OCCOCCN2CCCCC2)c(Br)c1	-0.7	-8	-8	19	5	-5	3	10	6
Fc1cccc(NC(=S)N2CCCCC2)c1	-1.3	-3	-5	11	4	5	4	23	-3
Cc1ccc(C(=O)C2CCN(CC(=O)N3CCN(c4ccc(F)cc4)CC3)CC2)cc1	0.7	-4	-7	-2	-4	-5	-1	2	8
O=C(Cn1nc2n(c1=O)-c1ccccc1SC2)N/N=C/c1ccncc1	-0.3	0	8	-10	-29	-2	11	10	-1
CC1(c2nnc(-c3cccc(Cl)c3)o2)CC(c2ccc(Cl)cc2)=NO1 (stereo not drawn)	7.8	1	8	5	10	-7	2	7	9
Cc1ccc(OCC(=O)O)c(O)c1	0.1	0	1	15	-7	-4	0	6	22
COc1ccc(OCc2n(CC(=O)OC3CC(C)CCC3C(C)C)c3ccccc3[n+]2C)cc1 (stereo not drawn)	-1.1	-19	-36	7	5	-14	22	-17	6
N#Cc1c(SCC(N)=O)nc2c(c1-c1ccncc1)CCCC2	-3.7	-1	-2	8	-29	-1	1	3	7
COc1ccc(N(C(=O)c2ccc3c(c2)OCO3)C2C=CS(=O)(=O)C2)c(OC)c1 (stereo not drawn)	-1.8	-3	-3	14	6	1	0	6	-4
CN(C)S(=O)(=O)c1ccc(NC(=O)C2CC(=O)N(Cc3ccccc3)C2)cc1 (stereo not drawn)	1.8	-2	1	12	16	-2	2	6	0
CCN1CCN(CCOc2ccc(Cl)cc2)CC1	1.8	-5	-4	14	-5	2	12	-49	-2
CCCOc1ccc(N2C(=O)CC(SC(=N)N3N=C(c4ccccc4)CC3c3ccccc3)C2=O)cc1 (stereo not drawn)	-0.6	1	1	20	8	6	3	2	2
O=C1CCN(C(=O)Nc2cccc(Cl)c2)N1	3.8	1	2	-4	21	-1	3	-41	-6
O=S(=O)(NCc1nc(-c2ccccc2)no1)c1ccc(F)cc1	-1.6	-4	-1	-14	-11	-5	0	5	-2
CC(=O)Nc1cccc(C(=O)OC(C)C(=O)NCc2ccc3c(c2)OCO3)c1 (stereo not drawn)	-0.6	4	1	-8	-6	0	3	-6	0
CC(=O)Nc1ccc(S(=O)(=O)N[C@@H](C)C(=O)OCC(=O)c2ccc[nH]2)cc1	0.0	1	7	18	-3	2	1	-7	2
C/C(Cc1ccccc1)=N\NC(=O)CNC(=O)c1ccccc1Cl	-0.5	2	0	-6	-12	8	5	-3	-11
Cc1c(C(=O)O)c2cc(O)ccc2n1-c1ccccc1	-1.3	-7	-3	8	9	1	4	-35	-6
COc1ccc(N2CCN(C3CC(=O)N(C)C3=O)CC2)cc1 (stereo not drawn)	6.2	-2	0	6	16	-5	4	16	-1
O=C1Cc2cc(S(=O)(=O)N3CCN(c4ccc(O)cc4)CC3)ccc2N1	·	-1	5	28	3	7	1	·	-10
CCN(CC(=O)Nc1ccccc1C(F)(F)F)C(=O)CCS(=O)(=O)c1ccc(Cl)cc1	-1.1	-2	-1	-16	-2	3	2	-8	2
CCn1ccnc1C(O)c1cccc(OC)c1OC (stereo not drawn)	2.6	-1	0	11	-2	-6	0	-7	-3
Cc1c(C)c2ccc(OCC(=O)N3CCOCC3)c(C)c2oc1=O	2.0	-1	-4	-7	1	0	0	-18	9
Cc1ccc2c(c1)N(Cc1ccccc1)C(=O)C(C)O2 (stereo not drawn)	·	-4	4	2	-29	-2	-1	·	-6
Cc1cc(O)ccc1-c1cc(C(=O)NCc2cc(C(F)(F)F)cc(C(F)(F)F)c2)[nH]n1	·	9	6	30	14	-3	40*	·	-5
CCC(=O)NC(c1ccc(OC)c(OC)c1)c1cc(Cl)c2cccnc2c1O (stereo not drawn)	10	4	0	15	-11	1	5	-11	0

Structures above marked active in TAAR1 agonist.
SMILES	CRFBP-R2 agonist	M5 ag	CHRM4 PAM	TAAR1 antagonist	M5 PAM	TAAR1 agonist	CRFR2-BP antag	CHRM5 antagonist
Cc1cc(O)ccc1-c1cc(C(=O)NCc2cc(C(F)(F)F)cc(C(F)(F)F)c2)[nH]n1	·	9	6	14	-3	40*	·	-5

The listing continues:
SMILES	CRFBP-R2 agonist	M5 ag	CHRM4 PAM	CHO-K1 Ca PAM	TAAR1 antagonist	M5 PAM	TAAR1 agonist	CRFR2-BP antag	CHRM5 antagonist
O=C(COC(=O)CCc1nc2ccccc2s1)Nc1ccc(S(=O)(=O)N2CCOCC2)cc1	1.5	-9	2	8	-5	-9	11	-2	4
O=C1C(Cl)=C(N2CCOCC2)C(=O)N1c1ccc(Br)cc1	1.0	3	4	18	9	1	6	-6	-6
Nc1ccc2nc(-c3ccccc3)[nH]c2c1	0.4	2	16	-6	-19	3	22	-5	-4
CN(Cc1ccccc1)C1CCCN(C(=O)c2ccc(Cl)s2)C1 (stereo not drawn)	0.3	-8	0	32	-1	5	-1	19	-13
CC(=C/c1ccc(C(C)C)cc1)/C=N/NC(=O)Cn1nc(C)cc1C	0.1	-2	-5	2	-5	-4	9	-25	-2
Cc1cc(N2CCCC(C(=O)Nc3ccc4c(c3)CCC4)C2)n2ncnc2n1 (stereo not drawn)	-2.1	2	-4	-10	-9	-2	12	21	-6
Cn1c(-c2ccccn2)[n+](C)c2ccccc21	0.5	1	-3	12	14	4	0	2	5
COc1ccc(CCC(=O)OCC(=O)Nc2sccc2C#N)cc1	0.3	6	2	12	0	6	3	-6	3
COc1cccc(NC(=O)COC(=O)c2c(C)noc2C)c1	-0.9	1	9	3	1	-3	0	3	12
CCn1ncc(/C=C/C(=O)c2ccccc2)c1C	-1.8	-1	-1	10	-6	-4	3	16	0
CC(C)S(=O)(=O)C1=NSC2=NC(=O)/C(=C\c3ccc(OC(=O)c4ccco4)cc3)C(=N)N21	-0.4	-3	5	23	-16	3	1	15	2
CC1C(=O)NN=C1C(=O)N/N=C/c1ccco1 (stereo not drawn)	1.8	0	-4	-10	-7	-1	7	-14	2
O=C(CSc1nnc(-c2ccc(F)cc2)n1-c1ccccc1)NCCN1C(=O)CSC1=O	-2.1	-3	5	11	-5	-1	1	-5	3
COc1ccc(/C=C(\NC(=O)c2ccccc2)C(=O)OC[C@@H]2CCC[N+]3(C)CCCCC23)cc1OC (stereo partly drawn)	2.2	-15	-6	17	16	0	1	-11	10
O=C(Nc1ccccc1C(=O)NCc1ccco1)NC1CCCCC1	-1.4	-2	-2	13	8	0	1	-5	2
OCCNCc1c(OCc2ccc(Cl)cc2)ccc2ccccc12	2.2	0	-13	-32	28	-7	28	-18	11
COc1cccc(-c2cc(C(=O)N3N=C(C)CC3(O)C(F)F)c3ccccc3n2)c1 (stereo not drawn)	-1.8	-4	-6	-8	20	-7	-1	-20	10
O=C(Nc1cccc(Cl)c1)Nc1ccc2c(c1)OCO2	1.9	6	-9	3	11	-20	19	1	21
Cc1noc(C)c1C(=O)Nc1nc(-c2cccs2)cs1	-2.4	-7	4	6	8	3	8	-3	8
CCOC(=O)C1CCN(C(=O)Cn2cnc3sc(C)c(S(=O)(=O)N4CCC(C)CC4)c3c2=O)CC1	-1.3	-4	-2	-20	10	2	-3	-6	5
Cc1cc(-c2ccccc2)nc(N(C)NC(=O)c2ccc(Cl)cc2)c1S(C)(=O)=O	-0.4	-2	13	8	2	11	14	-16	-10
O=C(CCc1ccccc1)NNC(=O)Cc1ccccc1	1.5	3	0	20	14	8	6	0	0
O=C1CC(C(=O)Nc2ccc(C(=O)O)cc2)C(c2ccccc2)O1 (stereo not drawn)	0.6	3	21	-5	-13	0	8	0	0
CC1(c2ccc(Cl)c(Cl)c2)NC(=S)N2C1NC(=S)N2c1ccccc1 (stereo not drawn)	0.8	1	7	20	-8	6	13	-24	1
COc1ccccc1C1CCN(C(=S)Nc2ccc(Br)cc2)CC1	-0.9	-9	-27	-21	41	-11	12	8	10
O=C(CCc1ccccc1)N1CCN(c2ccc([N+](=O)[O-])cc2)CC1	-6.8	1	29*	2	-1	-4	-1	36	2
C/C(CC(=O)NCc1ccco1)=N\NC(=O)Cc1ccc(Cl)cc1	-1.7	-2	-3	19	-21	4	1	-1	-1
CCS(=O)(=O)c1nc(S(=O)(=O)c2ccc(Cl)cc2)c(N2CCN(CCO)CC2)s1	0.2	-4	3	9	-8	-1	1	-20	7
COc1ccccc1/C=C1\SC(=S)N(N2C(=O)CCCC2=O)C1=O	-0.2	-2	4	-6	-2	4	3	1	0
Cc1ccc(CC2CC(=O)N(c3cc(C)ccc3C)C2=O)cc1 (stereo not drawn)	-3.0	0	2	-5	-18	-6	5	16	10

Some values from above.
Result of Fc1cccc(NC(=S)N2CCCCC2)c1 under CRFBP-R2 agonist: -1.3
Result of O=C1CC(C(=O)Nc2ccc(C(=O)O)cc2)C(c2ccccc2)O1 (stereo not drawn) under CHRM4 PAM: 21
Result of Cc1cc(N2CCCC(C(=O)Nc3ccc4c(c3)CCC4)C2)n2ncnc2n1 (stereo not drawn) under CRFR2-BP antag: 21
Result of CC(C)(C)c1ccc(-n2ncc3c2CCCC3NC(=O)CCn2cncn2)cc1 (stereo not drawn) under M5 PAM: 1

Screening results: PubChem BioAssay, several laboratories
